PME-1 primary = blocks human protein phosphatase methylesterase 1. recombinant PME-1, FP-Rh probe fluorescence polarization. Q9Y570. AID 2130. inhibition, % at 5.9 µM. 320,000 tested, 0.53% active;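 active means inhibition above the campaign mean of all compounds plus 3 SD, cut at about 26% in these data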;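 further: competitive labeling of PME-1 active site by serine hydrolase directed probe; 0% = PME-1 with DMSO and 100% = wells lacking PME-1 enzyme; inhibitors block probe labeling so polarization falls and inhibition rises; many of its hits are not listed in these tables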
PAFAH1B2 inh = inhibitors of human PAFAH1B2. AID 492953. recombinant PAFAH1B2, FP-rhodamine activity probe, fluorescence polarization. 340,000 tested, 1.2% active. P68402. inhibition, % at 3.39 µM;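 active means inhibition above the mean of all tested compounds plus 3 SD, cut at about 24% in these data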;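 further: 0% = enzyme with DMSO and 100% = wells lacking PAFAH1B2; many of its hits are not listed in these tables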
pPAFAH FP inh = pPAFAH (human) enzyme inhibition; Q13093; recombinant pPAFAH, FP-rhodamine probe fluorescence polarization; inhibition, % at 3.39 µM; 330,000 tested, 1.5% active; AID 463082;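 active means inhibition above the mean inhibition across the screen plus 3 SD, cut at about 25% in these data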;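 further: inhibitors block binding of the rhodamine activity-based probe so polarization drops; 0% = enzyme with DMSO and 100% = wells lacking pPAFAH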
Target sequence (Q13093 whole entry, looked up): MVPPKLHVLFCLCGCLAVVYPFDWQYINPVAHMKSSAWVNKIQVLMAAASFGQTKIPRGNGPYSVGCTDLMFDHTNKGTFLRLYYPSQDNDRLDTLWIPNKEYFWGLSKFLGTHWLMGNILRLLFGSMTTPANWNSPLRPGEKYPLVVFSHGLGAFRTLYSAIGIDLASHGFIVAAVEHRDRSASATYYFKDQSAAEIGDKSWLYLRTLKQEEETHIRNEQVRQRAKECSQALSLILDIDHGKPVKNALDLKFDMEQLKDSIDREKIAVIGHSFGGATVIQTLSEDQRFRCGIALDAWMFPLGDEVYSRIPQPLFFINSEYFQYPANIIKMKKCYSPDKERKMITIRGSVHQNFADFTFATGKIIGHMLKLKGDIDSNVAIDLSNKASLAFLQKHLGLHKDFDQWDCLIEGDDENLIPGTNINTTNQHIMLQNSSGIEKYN
BCLXL inh = blocks human Bcl-xL binding to Bim BH3 peptide | 320,000 tested, 0.7% active | AID 2129 | GST-Bcl-xL / FITC-Bim BH3 peptide fluorescence polarization | inhibition, % at 10.9 µM | Q07817;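 active means inhibition above the mean of all tested compounds plus 3 SD, cutoff set per campaign, cut at about 30% in these data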;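 further: 0% = DMSO wells and 100% = unlabeled Bim-BH3 peptide competitor; inhibitors lower millipolarization by displacing the labeled peptide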
MEX-5 binding = C. elegans MEX-5 TCR-2 RNA binding activity; Q9XUB2; MEX-5/FITC-TCR2 RNA binding, fluorescence polarization; stronger effect = lower value; activity score (negative = inhibition of binding), % at 10 µM; 300,000 tested, 0.38% active;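 active means inhibition past about -25% in most replicates, and total fluorescence under double the plate's negative control median, limit read from the data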;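 further: 0% = DMSO and -100% = 5 µM competing unlabeled TCR2 RNA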
Target sequence (Q9XUB2 whole entry, looked up): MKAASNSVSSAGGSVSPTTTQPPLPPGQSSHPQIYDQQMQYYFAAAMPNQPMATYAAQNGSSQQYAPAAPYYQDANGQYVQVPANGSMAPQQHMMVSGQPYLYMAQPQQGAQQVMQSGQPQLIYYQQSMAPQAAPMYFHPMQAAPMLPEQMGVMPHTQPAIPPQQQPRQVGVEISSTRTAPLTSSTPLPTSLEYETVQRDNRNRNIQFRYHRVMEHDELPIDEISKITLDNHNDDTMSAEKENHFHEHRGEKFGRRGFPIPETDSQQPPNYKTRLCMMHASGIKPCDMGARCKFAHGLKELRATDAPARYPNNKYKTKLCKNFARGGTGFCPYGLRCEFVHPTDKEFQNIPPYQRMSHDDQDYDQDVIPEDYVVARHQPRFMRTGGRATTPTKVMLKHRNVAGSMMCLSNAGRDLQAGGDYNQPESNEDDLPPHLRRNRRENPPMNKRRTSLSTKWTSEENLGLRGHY
MCL1-BIM inh = MCL1-BIM-BH3 interaction inhibition (human); GST-MCL1 / FITC-Bim-BH3 fluorescence polarization; Q07820; AID 2057; 320,000 tested, 0.68% active; inhibition, % at 10.9 µM;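 active means inhibition above the mean inhibition of all tested compounds plus 3 SD, set per campaign, cut at about 40% in these data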;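 further: 0% = DMSO wells and 100% = unlabeled Bim-BH3 peptide control; higher means more loss of mP so more displacement of Bim peptide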
GLD-1 TGE inh = GLD-1-TGE RNA interaction inhibition (C. elegans) | Q17339 | purified GLD-1 + fluorescein TGE RNA, fluorescence polarization | inhibition, % at 5.96 µM | 320,000 tested, 0.44% active;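 active means percent inhibition above a per-plate cutoff, the plate mean of test compounds plus 3 SD, cut at about 30% in these data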;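 further: 0% = DMSO wells with GLD-1 and probe and 100% = wells lacking GLD-1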
Fam108B inh = counter-screen for RBBP9 inhibitors: inhibitors of mouse Fam108B | recombinant Fam108B, FP-Rh probe fluorescence polarization | 300,000 tested, 0.33% active | inhibition, % at 9.51 µM;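 active means inhibition above the screen mean inhibition plus 3 SD, computed separately per campaign, cut at about 18% in these data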;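 further: inhibitors lower polarization as less probe binds the enzyme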
AHR activator = activators of human aryl hydrocarbon receptor; P35869; AHR-responsive luciferase reporter cells, luminescence; activation, % at 5 µM; 320,000 tested, 2.5% active; in the data active means activation above about 47%;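 further: 0% = vehicle wells and 100% = reference agonist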
* marks the source's active call; other numbers are inactive results; x = not tested or not shown. The list is partial, so the mix of outcomes need not match the whole.

SMILES | PME-1 primary | PAFAH1B2 inh | pPAFAH FP inh | BCLXL inh | MEX-5 binding | MCL1-BIM inh | GLD-1 TGE inh | Fam108B inh | AHR activator
CC(CN1CCN(C)CC1)OC(=O)c1ccc(F)cc1 (stereo not given) | 1 | 1 | 10 | 2 | -0.5 | 1 | 2 | -6 | 4
Cc1oc2cc3oc(=O)c4c(c3cc2c1C)CCC4 | 0 | 5 | 4 | 4 | -1.2 | 2 | 2 | 3 | 0
C=CCn1c(SCC#N)nc2ccccc2c1=O | 2 | 2 | -1 | -10 | 0.4 | -20 | -7 | -4 | 11
O=C(Nc1ccc2c(c1)C(=O)OC2)c1ccc(Cl)cc1Cl | -8 | 4 | 6 | 4 | 0.1 | -1 | 3 | 0 | 1
CC(=O)c1sc(-c2ccccc2)cc1NS(=O)(=O)c1ccc(C)cc1 | 7 | 4 | 12 | 4 | -0.8 | 4 | 1 | 3 | 5
CCOc1ccc(NC(=S)N2CCC(c3ccc(C)cc3)C2)cc1 (stereo not given) | 9 | 0 | 5 | 4 | -1.5 | 7 | 6 | 0 | -3
CCN(CC)C(=O)c1ccc(NS(=O)(=O)c2ccc(/C=C/C(=O)O)cc2)cc1 | -4 | -4 | 3 | 2 | -1.0 | -4 | 0 | -1 | 0
CC(C)C(=O)Nc1ccc2c(c1)oc1ccccc12 | 5 | 8 | -1 | -1 | 1.3 | 0 | -7 | 3 | 61*
COc1ccc(S(=O)(=O)N2CCOCC2)cc1NC(=O)c1ccc2c(c1)OCCO2 | 3 | 1 | 2 | 3 | 2.8 | 7 | 8 | 4 | 1
COc1ccc(CN(C)CC(=O)Nc2ccc(N3CCOCC3)cc2)cc1OC | 5 | -1 | 9 | 3 | -4.0 | 9 | 2 | 3 | 23
COc1ccc(-c2cc(-c3ccc(OC)cc3)c(C#N)c(SC)n2)cc1 | -4 | -3 | 3 | 6 | -1.3 | 10 | 6 | -3 | 1
COc1ccc(C(=O)NN/C(=N/S(=O)(=O)c2ccc(C)cc2)c2ccccc2)cc1 | -8 | 7 | 3 | 2 | 3.8 | 2 | 1 | 3 | 3
O=C1NCCN(Cc2ccc(Cl)c(F)c2)C1CC(=O)N1CCCO1 (stereo not given) | 4 | 2 | -4 | 10 | 0.3 | 8 | 6 | 5 | 1
CCCn1cnc2cc(NC(=O)c3ccco3)ccc21 | 3 | -2 | 0 | 2 | 2.2 | -7 | 5 | 2 | 60*
N#CCCCCN1c2cccc3cccc(c23)S1(=O)=O | 4 | 1 | 3 | 4 | 0.3 | 1 | -7 | 0 | 6
O=C(O)Cc1ccc(C(=O)c2ccc(F)cc2)s1 | 5 | 5 | 0 | 7 | 2.5 | 3 | 1 | -1 | 2
O=C(Nc1ccn(Cc2ccccc2)n1)c1ccc2c(c1)OCO2 | 1 | 5 | 1 | 3 | 0.6 | 11 | 1 | 2 | 112*
COCC(C)NC(=O)c1ccc(CN2CCc3ccccc3C2)cc1 (stereo not given) | 2 | 3 | 3 | 3 | -0.2 | 0 | 7 | 3 | -2
COc1ccc(-c2csc(Nc3ccc(S(=O)(=O)Nc4cc(C)on4)cc3)n2)cc1 | 8 | 5 | 27* | 3 | 0.0 | 2 | -1 | -12 | 7
CC(C)Cc1ccc(CN2CCCC(NC(=O)Cn3cnnn3)C2)cc1 (stereo not given) | -4 | 2 | 3 | 1 | -2.5 | -3 | 5 | 0 | -2
O=C(NC1CCS(=O)(=O)C1)c1ccc(Br)s1 (stereo not given) | x | 2 | 6 | x | x | x | -2 | x | 4
Cc1ccc(C)c(S(=O)(=O)Nc2cc3c4c(c2)CCC(=O)N4CCC3)c1 | 10 | 3 | 11 | 2 | -3.4 | 0 | 1 | 2 | 17
O=C(N/N=C/c1ccccc1Cl)c1n[nH]c2c1CCCC2 | 2 | 1 | 2 | -2 | 2.1 | 8 | 0 | -6 | 45
Cc1ccc(S(=O)(=O)n2nc(OC(=O)c3cccs3)cc2N)cc1 | 0 | 16 | 0 | 3 | -0.4 | -1 | 6 | -4 | 4
Cc1nc(-c2ccccc2)cc(-c2ccccc2)n1 | 0 | 9 | 10 | 9 | -0.9 | 10 | 0 | 1 | 18

7 entries already listed, sorted by the number in GLD-1 TGE inh, falling.
SMILES	PME-1 primary	PAFAH1B2 inh	pPAFAH FP inh	BCLXL inh	MEX-5 binding	MCL1-BIM inh	GLD-1 TGE inh	AHR activator
Cc1ccc(S(=O)(=O)n2nc(OC(=O)c3cccs3)cc2N)cc1	0	16	0	3	-0.4	-1	6	4
CC(C)Cc1ccc(CN2CCCC(NC(=O)Cn3cnnn3)C2)cc1 (stereo not given)	-4	2	3	1	-2.5	-3	5	-2
COc1ccc(CN(C)CC(=O)Nc2ccc(N3CCOCC3)cc2)cc1OC	5	-1	9	3	-4.0	9	2	23
O=C(Nc1ccn(Cc2ccccc2)n1)c1ccc2c(c1)OCO2	1	5	1	3	0.6	11	1	112*
O=C(N/N=C/c1ccccc1Cl)c1n[nH]c2c1CCCC2	2	1	2	-2	2.1	8	0	45
O=C(NC1CCS(=O)(=O)C1)c1ccc(Br)s1 (stereo not given)	x	2	6	x	x	x	-2	4
CC(C)C(=O)Nc1ccc2c(c1)oc1ccccc12	5	8	-1	-1	1.3	0	-7	61*

(list continues)
SMILES | PME-1 primary | PAFAH1B2 inh | pPAFAH FP inh | BCLXL inh | MEX-5 binding | MCL1-BIM inh | GLD-1 TGE inh | Fam108B inh | AHR activator
O=C(c1cccc(F)c1)N1CCN(C2CCCCC2)CC1 | 0 | 4 | 2 | 6 | -0.7 | 4 | 7 | -3 | 0
COc1ccc(OCC(O)CNCc2ccco2)cc1 (stereo not given) | -9 | 5 | 1 | 10 | 1.5 | 17 | -5 | 0 | 4
CN1C[C@@H]2C[C@@H](c3ccc(C#CC(C)(C)O)s3)N3CCC[C@@]23C1=O | -7 | 3 | 2 | 2 | 0.3 | -4 | 0 | 4 | 1
Nc1nnc(CC(=O)Nc2ccccc2)s1 | -1 | x | -1 | 3 | 1.0 | 0 | -2 | -1 | 3
COC(=O)NCc1cc2cc(Cl)ccc2[nH]1 | -2 | -1 | 5 | 5 | 1.8 | 5 | 6 | 3 | 4
O=c1c(-c2ccc(O)cc2)coc2cc(OC3OC(CO)C(O)C(O)C3O)cc(O)c12 (stereo not given) | 1 | 8 | -5 | 3 | -1.8 | 4 | 7 | 2 | 5
N/C(=N\OC(=O)COc1ccc2ccccc2c1Br)c1ccncc1 | 0 | x | -2 | 7 | -1.6 | 10 | 6 | 0 | -2
CC1(C)NC(=O)N(CN2C(=O)NC(C)(C)C2=O)C1=O | 7 | 0 | -1 | -5 | 0.5 | -7 | 4 | 2 | -1
c1ccc(NC2=NCCN2CC2CCCCC2)cc1 | 0 | 4 | -2 | 3 | x | 0 | -3 | 2 | 6
COc1ccc(S(=O)(=O)N(CC(=O)NCc2ccccn2)Cc2ccccc2)cc1 | -2 | 4 | -2 | 2 | -1.4 | 6 | 0 | 2 | 1
COc1ccc(CC(=O)Nc2ccc(C(=O)NC(C)(C)C)cc2)cc1 | 6 | 2 | 3 | 9 | -0.2 | 4 | 3 | 6 | 1
Cc1ccnc(NC(=O)CCC(=O)c2cc(C)sc2C)c1 | 3 | 6 | 6 | -17 | 2.4 | -38 | -18 | -3 | 3
CCCC(=O)Nc1nc2ccc(C(=O)OCC)cc2s1 | 2 | -3 | 2 | -2 | -1.8 | -2 | 4 | 3 | 6
COc1ccccc1CCC(=O)NC1CCCN(c2ccc(C(F)(F)F)cn2)C1 (stereo not given) | 2 | -1 | 13 | 4 | -0.2 | -2 | 4 | 1 | 2
COc1ccc(C=O)cc1COc1c(F)c(F)cc(F)c1F | -6 | 4 | 15 | -1 | -3.0 | -3 | -1 | -1 | 3
O=C(c1ccc(Cn2cc(Cl)cn2)o1)N1CCN(Cc2ccc3c(c2)OCO3)CC1 | -4 | 2 | 4 | 1 | -1.1 | 0 | -10 | -3 | 1
N#Cc1c(-c2ccccc2)cc(-c2ccccc2)nc1SCC(=O)O | -1 | 0 | 12 | 7 | 1.6 | 0 | -1 | -4 | 4
CCCN(C(=O)CSc1n[nH]c(-c2ccc(OC)cc2)n1)c1c(N)n(Cc2ccccc2)c(=O)[nH]c1=O | -6 | 3 | 2 | -5 | 9.7 | -5 | -1 | 2 | 5
CC(=O)c1c(C(C)=O)c(C)n(-c2nc(-c3ccc(Br)cc3)c(C)s2)c1C | -1 | 2 | -1 | -2 | 0.8 | -2 | 2 | -1 | 56*
CCOc1ccc(C(=O)NC(C(=O)NCC(c2cccs2)N(C)C)C(C)C)cc1 (stereo not given) | -1 | -5 | 4 | 6 | x | 0 | 2 | x | 3
CCc1noc(C)c1C(=O)N1CCC(CCC(=O)Nc2cccc(OC)c2)CC1 | 4 | 6 | -1 | 5 | -0.4 | 5 | 10 | -2 | 1
CCOC(=O)C(NC(=O)CCl)(Nc1sc(C)c(CC)c1C#N)C(F)(F)F (stereo not given) | 2 | 4 | 4 | 2 | -2.9 | 6 | 7 | 1 | 3
Cc1c(C(=O)c2ccc(Cl)c([N+](=O)[O-])c2)c2ccccn2c1CCC#N | 8 | 0 | 6 | 3 | -1.0 | -1 | 6 | 2 | -1
CC1(c2ccc(Cl)cc2Cl)NC(=O)N(CC(=O)NC2CCCCC2)C1=O (stereo not given) | -8 | 6 | 0 | -2 | x | -8 | 6 | x | -1
CCCCNC(=O)Cn1cnc2sc(C(=O)OCC)c(C)c2c1=O | -7 | 5 | -5 | 7 | 2.4 | 7 | 6 | -5 | 2

The last 2 entries of the part before come first, to join the parts:
SMILES | PME-1 primary | PAFAH1B2 inh | pPAFAH FP inh | BCLXL inh | MEX-5 binding | MCL1-BIM inh | GLD-1 TGE inh | Fam108B inh | AHR activator
CC1(c2ccc(Cl)cc2Cl)NC(=O)N(CC(=O)NC2CCCCC2)C1=O (stereo not given) | -8 | 6 | 0 | -2 | x | -8 | 6 | x | -1
CCCCNC(=O)Cn1cnc2sc(C(=O)OCC)c(C)c2c1=O | -7 | 5 | -5 | 7 | 2.4 | 7 | 6 | -5 | 2
CC(=O)c1cccc(NC(=O)CSc2n[nH]c(=O)n2C2CC2)c1 | x | 0 | -3 | x | x | x | 4 | x | 2
Cc1ccc(CNC(=O)CSc2ccsc2[N+](=O)[O-])cc1 | 3 | 0 | 13 | 6 | 0.6 | 5 | 5 | -3 | 5
O=S(=O)(NC(=S)c1ccccc1)c1ccc(F)cc1 | 6 | 6 | 0 | 8 | 0.1 | 9 | 4 | 0 | -1
O=C(NCCc1ccccc1)c1ccc2c(=O)[nH]c3c(C(=O)NCC4CCCO4)sc(=S)n3c2c1 (stereo not given) | 23 | 50* | 71* | 10 | -4.8 | 14 | 2 | 34* | 2
COc1cc(CCC(=O)OCC(=O)Nc2ccc(C)cc2Br)cc(OC)c1OC | -2 | -1 | 6 | 1 | 1.2 | 1 | 4 | -1 | 0
Cc1cc([N+](=O)[O-])ccc1NC(=O)C(C)NC1CCCCC1 (stereo not given) | 3 | -6 | 0 | 5 | -0.3 | 2 | -3 | -1 | -1
O=C(Oc1ccc(N(Cc2cccs2)C2=NS(=O)(=O)c3ccccc32)cc1)c1ccc(Cl)cc1 | -6 | -2 | -5 | -3 | 1.7 | -4 | 8 | -3 | 1
COC(=O)c1cc(-c2ccc3c(c2)OCO3)nc2ccccc12 | 1 | 3 | 0 | 5 | -0.9 | 0 | 9 | -3 | 4
COc1ccc(C2c3ccc(O)cc3Oc3ncn(Cc4ccccc4)c(=N)c32)cc1OC (stereo not given) | 0 | 32* | -4 | 11 | 0.7 | 7 | -14 | -1 | -2
